Bioassay records (PubChem BioAssay)
TDP-43 yeast inh = rescues yeast growth from TDP-43 toxicity. TDP-43 expressing yeast growth rescue, BacTiter-Glo, 24 h. Potency, µM (series often up to 46.1 µM), for inactives: at the top dose growth rescue (activation), most hits filed as activators. AID 652104. actives 1.8% (n = 410,000); note: potency is the fitted concentration of half-maximal effect; % of control where 0% means no effect; nearly all actives have a fitted effect of over 50% in size
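Luminescence from BacTiter-Glo reports growth of TDP-43-expressing yeast after 24 hr at 30 deg C with compound. Cells were raffinose-pregrown to mid-log, then seeded in galactose medium at OD600=0.02.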
aSyn rescue = alpha-synuclein toxicity inhibition in yeast; actives 0.14% (n = 370,000); AID 652106; Yeast expressing alpha-synuclein, growth rescue, BacTiter-Glo, 24 h; Potency, µM (doses to about 46.1 µM), for inactives: top-dose growth rescue (activation), most hits filed as activators; note: potency is the fitted concentration of half-maximal effect; % of control where 0% means no effect; nearly all actives have a fitted effect of over 65% in size
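Galactose-induced alpha-syn yeast (OD600=0.02, raffinose-pregrown) + pinned cpd, 24 hr, 30 deg C; growth by BacTiter-Glo luminescence. Growth restoration scores as activation.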
D3 antag = D3 dopamine receptor (human) antagonism. P35462. D3R cells, DiscoveRx beta-arrestin luminescence, antagonist mode; active compounds read low. max response, negative = inhibition, %. actives 2.5% (n = 360,000). AID 652054; in the data active = max response below about -50%; inconclusive = no clear call, values can overlap the other calls; note: % is set by controls: 0 for no effect and ±100 for the full control effect; mostly tested at two doses, the higher about 12 µM
Target sequence (P35462 whole entry, looked up): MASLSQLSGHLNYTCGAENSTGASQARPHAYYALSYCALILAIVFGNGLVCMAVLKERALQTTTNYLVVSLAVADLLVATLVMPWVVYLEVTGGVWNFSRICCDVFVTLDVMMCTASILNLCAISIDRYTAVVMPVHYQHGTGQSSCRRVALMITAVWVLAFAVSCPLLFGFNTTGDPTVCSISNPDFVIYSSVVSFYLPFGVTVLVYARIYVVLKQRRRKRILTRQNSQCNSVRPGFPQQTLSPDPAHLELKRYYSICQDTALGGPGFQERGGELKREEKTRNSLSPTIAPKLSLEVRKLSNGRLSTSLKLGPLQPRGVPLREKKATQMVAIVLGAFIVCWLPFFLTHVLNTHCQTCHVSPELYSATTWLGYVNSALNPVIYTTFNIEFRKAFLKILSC
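Cells expressing the human receptor were seeded at 1500 cells/well, incubated overnight at 37 degrees C in 5% CO2, then exposed to library compounds with dopamine controls for 90 minutes at 37 degrees C before luminescent detection.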
DRD3 agonist = activates the human D3 dopamine receptor; P35462; D3R DiscoveRx beta-arrestin cells, luminescence, 90 min; max activation, %; actives 0.58% (n = 410,000); in the data active = max activation above about 30%; note: 0% is about no effect; mostly tested at two doses, the higher about 12 µM
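Agonist mode: compounds and dopamine controls were applied to plated cells for 90 min at 37 degrees C after an overnight attachment at 1500 cells/well. Luminescent read-out followed 30 - 60 minutes at room temperature with DiscoveRx detection reagent.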
EPAC2 antag = antagonists of human EPAC2; Q8WZA2; EPAC2 GEF exchange of Rap1B-BODIPY-GDP, fluorescence; Potency, µM (doses to about 114 µM), without a hit: at the highest dose activity, negative = inhibition, usual class: inhibitors; actives 0.18% (n = 360,000); note: potency is the fitted concentration of half-maximal effect; % is set by controls: 0 for no effect and ±100 for the full control effect; nearly all actives have a fitted effect of over 45% in size; many of its hits are not listed in these tables
Abeta yeast res = compounds reversing amyloid beta toxicity in yeast. yeast expressing A-beta42, growth rescue, OD600, 48 h; response scale: 0% DMSO, 100% iron-clioquinol control. Potency, µM (series often up to 46.1 µM), for inactives: top-dose growth rescue, most hits filed as activators. actives 0.063% (n = 410,000); note: potency is the fitted concentration of half-maximal effect; nearly all actives have a fitted effect of over 55% in size
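Growth rescue measured by 600 nm absorbance after 48 h yeast culture at 30 C with compound. Values normalized between DMSO and an equimolar ferric chloride plus clioquinol control.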
EPAC2 ag = agonists of human EPAC2 (RAPGEF4); EPAC2 activation, biochemical qHTS; response scale: 100% = 6.5 mM cAMP response; Potency, µM (series often up to 154 µM), without a hit: top-dose activation, actives largely listed as activators; actives 0.079% (n = 360,000); AID 720711; note: potency is the fitted concentration of half-maximal effect; nearly all actives have a fitted effect of over 50% in size
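Exchange assay: 100 nM EPAC2 with 250 nM Rap1B-BODIPY-GDP and 50 uM GDP. Fluorescence (ex 480/em 540 nm) read every 5 min for 30 min at room temperature. Data normalized to 6.5 mM cAMP as agonist control.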
FUS suppressor = FUS proteinopathy suppression in yeast; AID 1347120; S. cerevisiae FUS-expressing, growth rescue, OD600, 24 h; actives 0.24% (n = 390,000); Potency, µM (highest dose often 76.6 µM), without a hit: at the top dose growth rescue (activation), most hits filed as activators;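 note: potency is the fitted concentration of half-maximal effect; plate controls were DMSO vehicle for no effect and reference control for full effect; nearly all actives have a fitted effect of over 55% in size; some results filed as inactive show a strong effect at the top dose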
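Read-out: OD at 600 nm after 24hr at 30C, reporting rescue of FUS-induced yeast toxicity. Cells at OD 0.005 in galactose (2%) minimal medium; compounds tested in a dilution series; CP55940 titration from 92uM final as control.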
* marks the source's active call; other numbers are inactive results; ? = inconclusive; . = not tested or not shown; [ ] = remark or other dose. Unless noted, calls come from the whole dose curve; as a rule, active = well fitted curve in the direction sought with a large enough effect; inconclusive = small, poorly fitted or top-dose-only effect, or another doubt; inactive = no such curve, though single readings can be large; an effect the other way counts as inactive or inconclusive.

Below each SMILES: TDP-43 yeast inh | aSyn rescue | D3 antag | DRD3 agonist | EPAC2 antag | Abeta yeast res | EPAC2 ag | FUS suppressor
#1 COC(=O)c1ccc(N2C(=O)C3CC(C)=C(C)CC3C2=O)cc1 (stereo unspecified)
    -7% | -3% | -4 | 2 | -11% | 0% | 5% | 19%
#2 COc1ccccc1CC(=O)Nc1cc(OC)c(NC(=O)c2ccccc2)cc1OC
    -5%[1.82 µM] | 1% | 42 | 10 | 5% | ? | -6% | 28%
#3 Cn1nnnc1SCCCNCc1cccc(OCc2ccccc2Cl)c1
    1%[9.22 µM] | . | . | -14 | . | -10% | . | 5%
#4 Cc1ccc(S(=O)(=O)c2nnn3c2nc(N2CCCC2)c2sccc23)cc1C
    0% | . | . | 7 | . | -10% | . | -13%
#5 CCOc1ccccc1NC(=O)c1csc(C)c1C
    3% | -3% | 20 | 3 | ? | -16% | 13% | 1%
#6 C=CCn1c(SCC(=O)NC2CCCC2)nc2scc(-c3ccco3)c2c1=O
    4% | -7% | 2 | -2 | 4% | -13% | -1% | ?
#7 C=CCn1c(SCc2cc(=O)n3cc(C)ccc3n2)nnc1-c1ccc(F)cc1
    -7% | 1% | -30 | 8 | 10% | -9% | 6% | 14%
#8 COc1cc(/C=N/NC(=O)C(Cc2c[nH]c3ccccc23)NC(=O)OCC(C)C)cc([N+](=O)[O-])c1O (stereo unspecified)
    -6% | -1% | ? | -11 | 1% | -5% | -9% | ?
#9 O=C(CSc1nc(NS(=O)(=O)c2ccccc2)cc(=O)[nH]1)Nc1ccc(F)cc1
    0% | 4% | 6 | 4 | 10% | 8% | 0% | 35%
#10 COc1cccc(NC(=O)COC(=O)CCCC2=NS(=O)(=O)c3ccccc3N2)c1
    -16% | -16% | -10 | 5 | 1% | 1% | 6% | -2%
#11 Cc1nn(C(C)(C)C)c(OC(=O)CC(C)C)c1S(=O)(=O)c1ccccc1
    -3% | 2% | -10 | 3 | ? | ? | 4% | 18%
#12 COc1ccccc1Cn1c(=S)[nH]c2cc(C(=O)NCC3CCCO3)ccc2c1=O (stereo unspecified)
    -22% | -6% | -19 | -8 | 17% | -15% | 10% | 16%
#13 OCC[C@@H]1NCc2cc(CO)cc(-c3ccccc3)c21
    18% | 8% | 0 | 7 | 0% | 7% | 6% | 19%
#14 COc1ccccc1CNC(=O)CN1C(=O)CCn2nc(-c3ccccc3)cc21
    20%[9.22 µM] | . | . | -8 | . | -3% | . | 3%
#15 CCn1c(/C=C/c2ccccc2)nc2ccccc2c1=O
    35µM* | -1% | 12 | -6 | 0% | -10% | 11% | 3%
#16 CNC(=O)CSc1nnnn1-c1ccc(C)cc1C
    -4% | 8% | 0 | 3 | -4% | -5% | 0%[15.6 µM] | -26%
#17 COc1ccc(CCNC(=O)Cc2c(C)c3cc4c(C)coc4cc3oc2=O)cc1OC
    6% | . | . | 2 | . | -2% | . | -20%
#18 Cc1ccc(CNC2=NCCCCC2)n1C
    2% | 0% | 6 | 1 | -1% | 2% | -1% | 0%
#19 CCC(C)(C)C1CCC2(CC1)NC(=O)N(CC(=O)NC(C)CCc1ccccc1)C2=O (stereo unspecified)
    30% | 0% | -3 | 9 | -20% | 17% | -2% | 11%
#20 COC(=O)c1ccc(Sc2ccccc2NS(=O)(=O)c2ccc(C)cc2)nc1
    ? | -8% | ? | 1 | -1% | -9% | 7% | ?

Going on with the list.
Below each SMILES: TDP-43 yeast inh | aSyn rescue | D3 antag | DRD3 agonist | EPAC2 antag | Abeta yeast res | EPAC2 ag | FUS suppressor
#21 CCCCCCCc1c(O)nc(SCC(=O)O)[nH]c1=O
    1% | -3% | -9 | 8 | 4% | 7% | 4% | -10%
#22 Cc1[nH]nc(SCC(=O)NCC(C)C)c1[N+](=O)[O-]
    7% | 1% | -6 | 3 | 7% | . | 2% | -26%
#23 CCc1nc2c(OCc3ccc(OC)cc3)cccn2c1N(C)C(=O)c1ccncc1
    19% | 0% | 16 | 15 | 4% | -14% | -2% | -5%
#24 COc1ccc(OC)c(-c2nn(-c3ccccc3)cc2C(=O)NCC2CCCO2)c1 (stereo unspecified)
    -11% | 9% | -8 | -11 | -7% | 2% | 11% | 7%
#25 Nc1ccc(S(=O)(=O)Nc2cc(Cl)c(N)c(Cl)c2)cc1
    -1% | 6% | 0 | 14 | -21% | 12% | -2% | 3%
#26 CCSc1ncc(Cl)c(C(=O)Nc2ccccc2Cl)n1
    4% | -10% | 20 | 2 | -14% | -13% | 12% | -18%
#27 CCCCCCCCOC(=O)C[N+](C)(C)C/C=C(/C)Cl
    24% | 2% | 19 | 1 | -2% | 9% | 0% | 18%
#28 O=[N+]([O-])c1cccc(/C=C2\CCc3cnn(C4CCS(=O)(=O)C4)c32)c1 (stereo unspecified)
    9% | 0% | 10 | -8 | -13% | 0% | 12% | -17%
#29 CCP(=O)(c1cccc([N+](=O)[O-])c1)c1cccc([N+](=O)[O-])c1
    7% | -2% | 7 | 16 | 13% | -5% | -1% | -20%
#30 O=C(O/N=C1\CCCc2ccccc21)c1ccc(F)cc1
    22% | -4% | -17 | 1 | -11%[57.1 µM] | 8% | 4% | 2%
#31 COc1cc(/C=C2\SC(=Nc3ccc(O)cc3)NC2=O)cc(OC)c1OC
    -5% | 0% | -22 | -9 | 1% | 3% | 10% | 29%
#32 O=C(CC(c1cccs1)N1Cc2ccccc2C1=O)Nc1ccc(F)cc1F (stereo unspecified)
    4% | -2% | . | -15 | . | -5% | . | 9%
#33 CCN(Cc1ccccc1)C(c1ccncc1)c1nnnn1C(C)(C)C (stereo unspecified)
    -12% | ? | -14 | -1 | -2% | 2% | 14% | 26%
#34 Cc1ccc2nc(NC(=O)CSCc3ccccc3)sc2c1
    -2% | 4% | 9 | 1 | -1% | 21% | 5% | 32%
#35 CCOC(=O)CC1COCCN1C(=O)CCc1nnc(-c2ccsc2)o1 (stereo unspecified)
    9% | -2% | 11 | 1 | 6% | 3% | -4% | -2%
#36 COc1cc(NS(=O)(=O)c2ccc(NC(=S)NC(=O)c3ccco3)cc2)nc(OC)n1
    -3% | 16% | -11 | -6 | 17% | -6% | 6% | -22%
#37 NNC(=O)c1nnsc1-c1csnn1
    8% | -11% | -6 | -11 | 3% | 10% | 0% | .
#38 CCN1CC(CN(C)Cc2nc(-c3cccs3)no2)CC1=O (stereo unspecified)
    -8% | -6% | -4 | 14 | 6% | 1% | 7% | -9%
#39 CCOc1ccc(N(CC(=O)NC2CCCC2)C(=O)CCC(=O)Nc2nc(C)cs2)cc1
    -7% | -2% | -8 | -9 | -5% | -14% | 9% | 2%
#40 COc1ccc(CNC(=O)CSc2nnc(C)c3c(C)n(-c4ccccc4)nc23)c(OC)c1
    3% | . | . | -13 | . | 10% | . | 5%

Other compounds:
Below each SMILES: TDP-43 yeast inh | aSyn rescue | D3 antag | DRD3 agonist | EPAC2 antag | Abeta yeast res | EPAC2 ag | FUS suppressor
#41 CCC(=O)N1c2ccc(S(=O)(=O)CCC(=O)NCc3ccc(OC)cc3)cc2CC1C (stereo unspecified)
    18% | . | . | 1 | . | -6% | . | 22%
#42 CC(CC(=O)Nc1cccc(S(=O)(=O)N2CCCCC2)c1)c1ccccc1 (stereo unspecified)
    14% | 6% | 26 | 3 | -10% | 2% | 10% | 35%
#43 O=c1c(/C=N/N2CCOCC2)c(C(F)(F)F)[nH]n1-c1ccccc1
    -4% | -2% | 0 | 2 | -3% | 0% | 1% | -12%
#44 COC(=O)c1cn(NC(=O)Cc2ccccc2OC)c(=O)c2ccccc12
    -2% | -5% | 0 | -7 | -4% | 8% | -2% | -4%
#45 CCOc1ccc(-n2c(SCC(N)=O)nc3c([nH]c4ccccc43)c2=O)cc1
    -28% | 9% | ? | 2 | -8% | -3% | -5% | -4%
#46 Cc1cc(OCC(=O)NC2CC2)c2c(C)c(C)c(=O)oc2c1
    6% | 0% | -10 | -1 | 24% | -13% | 6% | -18%
#47 CCn1c(C)nc2cc(-c3nnc(-c4c(-c5ccccc5)noc4C)o3)ccc21
    26% | -8% | 87 | 41* | 6%[57.1 µM] | 5% | -17% | 9%

Entries of single compounds, quoted from the list. Order of values: TDP-43 yeast inh | aSyn rescue | D3 antag | DRD3 agonist | EPAC2 antag | Abeta yeast res | EPAC2 ag | FUS suppressor
Record of `Cc1cc(OCC(=O)NC2CC2)c2c(C)c(C)c(=O)oc2c1` → 6% | 0% | -10 | -1 | 24% | -13% | 6% | -18%
Record of `CCOc1ccc(-n2c(SCC(N)=O)nc3c([nH]c4ccccc43)c2=O)cc1` → -28% | 9% | ? | 2 | -8% | -3% | -5% | -4%
Record of `CC(CC(=O)Nc1cccc(S(=O)(=O)N2CCCCC2)c1)c1ccccc1` (stereo unspecified) → 14% | 6% | 26 | 3 | -10% | 2% | 10% | 35%

From entry 45 to 47, copied from above:
Below each SMILES: TDP-43 yeast inh | aSyn rescue | D3 antag | DRD3 agonist | EPAC2 antag | Abeta yeast res | EPAC2 ag | FUS suppressor
#45 CCOc1ccc(-n2c(SCC(N)=O)nc3c([nH]c4ccccc43)c2=O)cc1
    -28% | 9% | ? | 2 | -8% | -3% | -5% | -4%
#46 Cc1cc(OCC(=O)NC2CC2)c2c(C)c(C)c(=O)oc2c1
    6% | 0% | -10 | -1 | 24% | -13% | 6% | -18%
#47 CCn1c(C)nc2cc(-c3nnc(-c4c(-c5ccccc5)noc4C)o3)ccc21
    26% | -8% | 87 | 41* | 6%[57.1 µM] | 5% | -17% | 9%

Only part of the results is shown; rates above refer to the full screens.
